esBAF inh = blocks esBAF chromatin remodeling in mouse ES cells; Bmi1-luciferase knock-in reporter, 24 h; 100% = twice the neutral-well signal; reporter increase, % at 12.5 µM; 350,000 compounds, 2% hits; in the data active = activation above about 40%; inconclusive = no clear call, values can overlap the other calls;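 also: 0% = median of the plate's neutral control wells and 100% = double that signal; a rise in the Bmi1 reporter signal indicates esBAF inhibition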
FN deposition inh = fibronectin deposition inhibition. AH1F fibroblasts, Alexa488-fibronectin deposition fluorescence, overnight. inhibition, % at 12.6 µM. 350,000 compounds, 0.086% hits. AID 743247;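 active = mean inhibition across replicates of 30% or more, regardless of how many single replicates reach that level; inconclusive = mean under 30% yet at least half of replicates reach 30%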;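 also: positive control wells lacked labelled fibronectin entirely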
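Material: AH1F fibroblast monolayer depositing Alexa488-labelled fibronectin into matrix / Amount: 10000 AH1F cells per well / Signal: fluorescence 485/525 nm / Medium: DMEM, 2% serum / Compound: single dose, pinned / Incubation: 1 h cell adhesion before compound, then overnight fibronectin incubation / Reagent: Alexa488-FN, 24 nM final / Read-out: inhibition of fibronectin deposition signal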
RAD54 inh = RAD54 (human) branch migration inhibition. 360,000 compounds, 0.14% hits. RAD54 Holliday junction branch migration, FAM/BHQ fluorescence. inhibition, % at 10.4 µM. AID 602329;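 active = mean normalized replicate activity at least 40 and at least half of replicates scoring 40 or more; inconclusive = only one of the two criteria met; inactive = mean below 40 and under half of replicates reaching 40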;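 also: 0% = median of neutral control wells and 100% = median of positive control wells; inhibitors cause a drop in the FAM fluorescence signal; in these data hits start at about 50%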
Target sequence (Q92698 whole entry, looked up): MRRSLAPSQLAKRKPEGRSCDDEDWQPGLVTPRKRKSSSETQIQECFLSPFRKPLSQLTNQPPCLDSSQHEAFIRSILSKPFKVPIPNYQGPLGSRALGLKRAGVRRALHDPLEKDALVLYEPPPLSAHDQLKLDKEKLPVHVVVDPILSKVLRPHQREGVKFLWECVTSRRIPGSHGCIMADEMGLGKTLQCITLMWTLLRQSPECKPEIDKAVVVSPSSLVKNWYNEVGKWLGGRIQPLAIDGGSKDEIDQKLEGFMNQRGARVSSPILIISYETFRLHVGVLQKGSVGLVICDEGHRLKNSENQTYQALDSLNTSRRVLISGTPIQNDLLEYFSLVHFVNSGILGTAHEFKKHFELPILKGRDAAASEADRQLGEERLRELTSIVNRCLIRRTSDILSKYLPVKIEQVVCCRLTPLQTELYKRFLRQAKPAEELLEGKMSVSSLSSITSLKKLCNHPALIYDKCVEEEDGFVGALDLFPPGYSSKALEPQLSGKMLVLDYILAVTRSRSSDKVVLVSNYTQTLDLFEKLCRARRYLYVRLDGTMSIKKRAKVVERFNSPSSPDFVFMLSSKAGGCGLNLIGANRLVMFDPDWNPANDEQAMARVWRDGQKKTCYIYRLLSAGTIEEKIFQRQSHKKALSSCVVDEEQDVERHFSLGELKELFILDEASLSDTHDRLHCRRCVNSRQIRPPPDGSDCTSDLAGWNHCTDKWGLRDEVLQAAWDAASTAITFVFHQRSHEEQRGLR
* marks the source's active call; other numbers are inactive results; ? = inconclusive.

Below each compound – esBAF inh | RAD54 inh | FN deposition inh
> CCOC(=O)CN1CC23C=CC(O2)C(C(=O)NC2CCCCC2)C3C1=O (centres undefined)
    0 | -18 | -4
> Cc1oc2ccccc2c1-c1cn2c(n1)SCC2
    -2 | 3 | -5
> O=C(Cn1nnc(-c2ccccc2Cl)n1)N/N=C/c1ccc2c(c1)OCO2
    -3 | 5 | 2
> CCOC(=O)c1c(-c2ccccc2)nc2ccccn12
    2 | -14 | 3
> CCN1CCCC1CNC(=O)c1cc2c(-c3cccc(OC)c3)nn(C)c2s1 (centres undefined)
    -87 | 50* | 1
> COc1ccccc1C(OC(=O)c1cccs1)C(=O)NCc1ccco1 (centres undefined)
    1 | 4 | 1
> c1ccc(Cc2nn3c(Cn4nnc5ccccc54)nnc3s2)cc1
    18 | -8 | -1
> Cc1cc2oc(=O)cc(CN3CCCCC3C)c2c(C)c1Cl (centres undefined)
    17 | -4 | -2
> COc1ccc(NC(=O)c2cc3cc(OC)ccc3oc2=N)cc1
    33 | 2 | -5
> CCNS(=O)(=O)c1ccc(NC(=O)c2ccccc2)cc1
    -1 | 15 | -8
> O=C(CSc1nnc(-c2ccc(O)cc2)o1)N1CCOCC1
    24 | 4 | -22
> COC(=O)c1nnn(CC(=O)Nc2cccc(OC)c2)c1C(=O)OC
    -1 | -6 | 2
> CCOC(=O)N1CCN(C(=O)C2CCN(S(=O)(=O)N(CC)CC)CC2)CC1
    -2 | -3 | 1
> CC1CCN(CCCNC(=O)C2CCC(=O)N2C2CCCC2)CC1 (centres undefined)
    -8 | -12 | -5
> Cc1occc1-c1nnc(SCC(=O)N2CCOCC2)n1Cc1ccco1
    -8 | -1 | -4
> O=C(Nc1cccc(F)c1)/C(=C\c1ccco1)NC(=O)c1cccs1
    6 | 3 | -2
> CC(C)C(=O)Nc1ccc(C(=O)N2CCCCCC2)cc1
    -2 | -7 | 0
> Cc1ccc2c([N+](=O)[O-])c(C)ccc2n1
    1 | 5 | 1
> COC(=O)c1cccc(C(=O)Nc2ccc(C)cc2Br)n1
    30 | -2 | 7
> CN(C)c1nc2ccc(OCCN3CCCCC3)cc2s1
    8 | 10 | -2

5 successive compounds from above, for reference:
Below each compound – esBAF inh | RAD54 inh | FN deposition inh
> O=C(Nc1cccc(F)c1)/C(=C\c1ccco1)NC(=O)c1cccs1
    6 | 3 | -2
> CC(C)C(=O)Nc1ccc(C(=O)N2CCCCCC2)cc1
    -2 | -7 | 0
> Cc1ccc2c([N+](=O)[O-])c(C)ccc2n1
    1 | 5 | 1
> COC(=O)c1cccc(C(=O)Nc2ccc(C)cc2Br)n1
    30 | -2 | 7
> CN(C)c1nc2ccc(OCCN3CCCCC3)cc2s1
    8 | 10 | -2

Other records:
Below each compound – esBAF inh | RAD54 inh | FN deposition inh
> CCn1nnc(NC(=O)c2cccc(-c3cc4ccccc4oc3=O)c2)n1
    ? | 3 | -6
> N#CC1=C(SCc2ccccc2)NC(=O)CC1c1cccc(O)c1 (centres undefined)
    -13 | 0 | 5
> COc1ccc(-c2nnc3n2N=C(C)CS3)cc1
    -6 | -2 | 2
> Cc1cccc(Nc2ccccc2C(=O)OCC(=O)N2CCOCC2)c1C
    1 | 4 | -7
> OC1(c2cccc(C(F)(F)F)c2)CCN(c2ccc(-c3ccccc3)nn2)CC1
    67* | 6 | 9
> O=c1cc(CO)occ1OCc1cccc(C(F)(F)F)c1
    25 | -16 | -4
> CCN(CC)c1ccc(C2C(C(=O)Nc3ccccn3)=C(C)NC3=C2C(=O)CC(C)(C)C3)cc1 (centres undefined)
    -4 | -16 | 0
> COc1cc(C(=O)O)ccc1OCc1c(C)noc1C
    -18 | 0 | -19
> CC1(N2CCCCC2)CC2(O)C(=[N+]1[O-])CCC/C2=N\O (centres undefined)
    -1 | 0 | 7
> Cc1ccccc1OCC(=O)N/N=C/c1cc2ccccc2nc1Cl
    28 | 5 | 0
> O=c1c2ccccc2[nH]c(=S)n1CCN1CCN(Cc2ccccc2)CC1
    -1 | 8 | -7
> O=C(C1=C(O)C(=O)N(CC2CCCO2)C1c1cccnc1)c1ccco1 (centres undefined)
    10 | 6 | 0
> CN(C)S(=O)(=O)c1cccc(C(=O)OCC(=O)Nc2ccccc2OC(F)F)c1
    -7 | -3 | 1
> COc1cc(C(=O)NCC(c2ccco2)N2CCCC2)ccc1OCc1c(C)noc1C (centres undefined)
    11 | -9 | 3
> N#CC1=C2Nc3ccccc3N2C(=O)NC1(c1ccccc1)C(F)(F)F (centres undefined)
    -6 | -8 | -7
> O=S(=O)(Nc1ccc(S(=O)(=O)Nc2ccccc2)cc1)c1ccccc1
    -8 | -5 | 3
> CCOC(=O)N1CCN(C(=O)CCc2c(C)nc3c(c(C)nn3-c3ccc(C)c(C)c3)c2C)CC1
    -2 | 6 | 1
> COc1ccc(C(=O)NC(Nc2ccccc2)C(Cl)(Cl)Cl)cc1 (centres undefined)
    13 | 2 | -7
> CCOc1cc(N2CCOCC2)c(OCC)cc1NC(=O)Cc1ccc(OC)c(OC)c1
    1 | -4 | -1
> CC(C)(C)c1ccc(Cn2nnc3c(=O)[nH]c(C4CCCN(C(=O)Cc5cccs5)C4)nc32)cc1 (centres undefined)
    -3 | -2 | -11

Sorted by length of the SMILES (ascending): part of the list above.
Below each compound – esBAF inh | RAD54 inh | FN deposition inh
> O=c1cc(CO)occ1OCc1cccc(C(F)(F)F)c1
    25 | -16 | -4
> CCn1nnc(NC(=O)c2cccc(-c3cc4ccccc4oc3=O)c2)n1
    ? | 3 | -6
> O=C(C1=C(O)C(=O)N(CC2CCCO2)C1c1cccnc1)c1ccco1 (centres undefined)
    10 | 6 | 0
> COc1cc(C(=O)NCC(c2ccco2)N2CCCC2)ccc1OCc1c(C)noc1C (centres undefined)
    11 | -9 | 3
> CCOC(=O)N1CCN(C(=O)CCc2c(C)nc3c(c(C)nn3-c3ccc(C)c(C)c3)c2C)CC1
    -2 | 6 | 1

Next entries:
Below each compound – esBAF inh | RAD54 inh | FN deposition inh
> Cc1ccc(S(=O)(=O)N(C)c2ccc(N)cc2)cc1
    1 | 4 | -1
> O=C(CCC(=O)c1cccs1)Nc1nnc(C2CC2)s1
    -9 | -11 | 4
> O=C(CCS(=O)(=O)c1cccs1)NC1CCCCCC1
    35 | -6 | -6
> Cc1ccc(NC(=O)CS(=O)CC(=O)NCCCc2ccccc2)cc1Cl (centres undefined)
    1 | 7 | -3
> N#Cc1c(-c2ccc(Cl)cc2)ccn2nc(CCC(=O)O)nc12
    0 | -7 | 6
> CC1(C)Cc2noc(N)c2C(C)(C)N1O
    -4 | 1 | -4
> CC1CCC(C(=O)NC(C(=O)NCc2cccnc2)C(C)C)CC1 (centres undefined)
    9 | -9 | 1
> O=C(CN1CCSCC1)c1c[nH]c2ccccc12
    -5 | 2 | 2
> CC1CCCC(C)N1CCNC(=O)Nc1ccc(Cl)cc1 (centres undefined)
    6 | 3 | 0
> Cc1nnc(SCC(=O)Nc2ccc(S(=O)(=O)N3CCCC3)cc2)n1N
    3 | -9 | 6
> COc1ccc(N(CC(=O)Nc2cccc(C(=O)O)c2)S(=O)(=O)c2c(C)noc2C)cc1
    0 | -7 | -16
> CC(C(=O)NCc1ccc2c(c1)OCO2)N(c1ccccc1)S(C)(=O)=O (centres undefined)
    -4 | -19 | -2
> CCOC(=O)c1c(C)n(CCNC(C)=O)c2ccc(OC)cc12
    -8 | -1 | 3
> CC1CCCC(C)N1C(=O)c1cc(-c2ccc(Cl)c(Cl)c2)on1 (centres undefined)
    80* | -2 | -1
> CCN1CCN(Cc2c(C)[nH]c3ccc(C(=O)OC)cc3c2=O)CC1
    -4 | -6 | 10
> CCCCc1nc2ccccc2c(NC(=O)CN(CC)CC)c1CCC
    1 | 18 | -12
> Cn1c(=O)n(C)c2cc(S(=O)(=O)N3CCCc4ccccc43)ccc21
    7 | 1 | 14
> COc1cc(NS(=O)(=O)c2ccc(NC(C)=O)cc2)cc(OC)c1
    -4 | 0 | -4
> CC1CCN(C(=O)c2scc3c2OCCO3)CC1
    -4 | -1 | 1
> O=C(CN1C(=O)NC2(CCCCCCC2)C1=O)N1CCc2ccccc2C1
    3 | 1 | 8
> CCc1ccc2nc(NC(=O)CSCc3c(C)noc3C)sc2c1
    35 | -2 | -3
> COc1ccc2c(c1)C(=NO)c1cc(OC)ccc1-2
    29 | 11 | 3
> C/C(=N/Oc1nc(C)cc(C)n1)c1ccccc1
    23 | 5 | 5
> COc1ccc(-c2cc(-c3ccccc3)n3ncnc3n2)cc1
    -8 | 10 | 6
> CCc1ccc(-n2c(Cn3nc(C(F)(F)F)cc3C)n[nH]c2=S)cc1
    -8 | -2 | 3
> CCON1C(=O)CN(C(=O)OC)C1c1ccc(Cl)cc1Cl (centres undefined)
    -4 | -10 | -1
> O=C(O)c1ccc(S(=O)(=O)Cc2ccccc2)cc1
    -13 | -2 | 2
> O=C(/C=C/c1cccs1)c1cc(Cl)ccc1OC(=O)N1CCOCC1
    -42 | -15 | 0
> O=C(CSc1ncccn1)NCCc1ccccc1
    2 | -2 | -28
> CCC(C)NC(=O)CCC(=O)Nc1ccc2nc(N3CCOCC3)cc(C)c2c1 (centres undefined)
    18 | 0 | -9
> Cc1cc(=O)n(-c2ccc3ccccc3n2)[nH]1
    -5 | -7 | 1
> Cc1cccc(N=Cc2cc3c(cc2[N+](=O)[O-])OCO3)c1
    17 | -5 | -1
> CS(=O)(=O)N1CCN(c2ccc(NC(=O)Cc3ccccc3)cc2)CC1
    13 | 7 | 3
> CCCCC(=Nc1ccc(N)cc1)C1=C(O)C(C(=O)OC)C(C)(C)CC1=O (centres undefined)
    18 | -3 | -9
> COc1ccccc1NC(=O)N1CCC(c2nc3cc(C)c(C)cc3[nH]2)CC1
    -50 | -2 | -1
> Cn1c(SCC(=O)C(C)(C)C)nnc1-c1cccnc1
    -2 | 5 | 6
> COc1cc(CCN2C(=O)c3cccc4cccc(c34)C2=O)c(S(=O)(=O)NCCCO)cc1OC
    10 | 19 | 2
> CCCCCC(=O)Nc1cc(N(C)C)nc2ccccc12
    -5 | -3 | 6
> Cn1c(=O)c2c(nc(Br)n2CCSc2nc3ccccc3o2)n(C)c1=O
    -3 | -1 | 10
> CN(C(=O)COC(=O)CNS(=O)(=O)/C=C/c1ccccc1)C1CCS(=O)(=O)C1 (centres undefined)
    -6 | 2 | 6
> CCC(=O)Nc1ccccc1C(=O)OCC(=O)Nc1ccc(S(N)(=O)=O)cc1
    -5 | 5 | -1

Only FN deposition inh and RAD54 inh (2 entries from above):
| smiles | FN deposition inh | RAD54 inh |
| --- | --- | --- |
| C/C(=N/Oc1nc(C)cc(C)n1)c1ccccc1 | 5 | 5 |
| COc1ccc(-c2cc(-c3ccccc3)n3ncnc3n2)cc1 | 6 | 10 |

These rows are one share of the data. The share of hits here may be higher or lower than overall.
